Screening results (PubChem)
S1P3 antagonist – S1P3 receptor antagonists, primary screen, cell-based; inhibition, % at 4.98 µM; 170,000 compounds, 0.27% hits; Sphingosine 1-phosphate receptor 3 (Homo sapiens), Q99500; CHO S1P3 NFAT-BLA reporter, FRET fluorescence, antagonist mode;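 active means inhibition above the plate cutoff, the mean inhibition of test wells on that plate plus 3 SD, cut at about 28% in these data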;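 further: cells challenged with S1P at its EC80 of 0.8 µM; blue over green emission ratio from cleaved BLA substrate after 4 h stimulation; 0% = S1P-stimulated wells and 100% = unstimulated DMSO-only wells; some compounds past the cut are filed as inactive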
Target sequence (Q99500 whole entry, looked up): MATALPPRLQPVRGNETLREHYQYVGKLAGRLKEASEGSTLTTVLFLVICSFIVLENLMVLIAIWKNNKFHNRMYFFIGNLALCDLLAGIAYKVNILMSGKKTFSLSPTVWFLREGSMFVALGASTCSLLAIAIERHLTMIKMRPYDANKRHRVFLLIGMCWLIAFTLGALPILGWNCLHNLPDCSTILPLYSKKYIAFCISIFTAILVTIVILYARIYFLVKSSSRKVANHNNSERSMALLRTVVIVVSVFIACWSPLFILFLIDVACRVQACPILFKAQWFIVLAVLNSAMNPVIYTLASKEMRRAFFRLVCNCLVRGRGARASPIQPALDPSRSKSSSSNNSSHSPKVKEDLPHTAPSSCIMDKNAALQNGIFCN
Diaphorase act – compounds boosting diaphorase resazurin reduction – biochemical, uHTS, resorufin fluorescence, counter-screen for diaphorase-coupled primary assays, primary screen | Diaphorase/resazurin coupled assay, 16 min; hits give high values; 1 = vehicle wells, 0 = NADH-free wells | activation factor at 20 µM | 190,000 compounds, 0.005% hits;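 active means diaphorase activity raised at least twofold by the compound at 20 µM; inactive means activation factor below 2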
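Test system: Clostridium kluyveri diaphorase, purified enzyme. Buffer or medium: 50 mM HEPES pH 7.4 buffer plus MgCl2 and Tween 20. Also added: 0.114 mM NADH and 0.1 mM resazurin, final amounts. Dosing: compound 20 µM once, DMSO 1%. Schedule: 16 min enzyme reaction, ambient temperature. Detection: fluorescence of resorufin, 544 nm excitation, 590 nm emission.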
RAM network inh – inhibitors of the yeast RAM network, primary screen, dse1pr::URA3 reporter, 5-FOA selection; S. cerevisiae dse1pr::URA3 reporter, 5-FOA growth OD615, 2 d; analog-sensitive cbk1-as2 kinase mutant strain; inhibition, % at 50 µM; 190,000 compounds, 1.8% hits;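 active means inhibition above a set limit, 3 SD over mean compound inhibition, cut at about 8.4% in these data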;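 further: 0% = DMSO-only wells with no growth and 100% = 10 µM 1-NA-PP1 full growth; inhibition rescues growth on 5-FOA so higher OD means more RAM inhibition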
PMI act satM6P – human PMI activators, high substrate, primary screen, biochemical, fluorescence intensity, near-saturating mannose 6-phosphate. AID 1216, 2008. 190,000 compounds, 0.34% hits. Mannose-6-phosphate isomerase (Homo sapiens), P34949. coupled PMI enzyme assay, resazurin fluorescence, 20 min; hits give high values; 1 = untreated enzyme, 0 = substrate-free blank. activation factor at 20 µM;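 active means activation factor of 2 or more at 20 µM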
Target sequence (P34949 whole entry, looked up): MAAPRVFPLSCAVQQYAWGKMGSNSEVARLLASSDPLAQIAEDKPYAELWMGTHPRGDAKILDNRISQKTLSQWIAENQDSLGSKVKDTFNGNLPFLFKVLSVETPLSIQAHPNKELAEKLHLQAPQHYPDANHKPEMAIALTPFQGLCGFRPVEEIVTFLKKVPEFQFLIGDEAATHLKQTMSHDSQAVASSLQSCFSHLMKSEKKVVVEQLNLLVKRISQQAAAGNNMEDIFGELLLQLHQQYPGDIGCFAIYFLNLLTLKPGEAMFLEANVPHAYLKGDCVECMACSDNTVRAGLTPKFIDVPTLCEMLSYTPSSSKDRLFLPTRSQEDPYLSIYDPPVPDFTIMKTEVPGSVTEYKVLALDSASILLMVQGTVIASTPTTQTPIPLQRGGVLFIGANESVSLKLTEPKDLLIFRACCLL
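Test system: human PMI in coupled enzyme assay; Input: PMI at 15 ng/mL final; Medium: HEPES buffer, pH 7.4; Schedule: 20 min incubation at room temperature; Technique: resorufin fluorescence at Ex 544/Em 590 nm; Compound: 20 µM single dose; Probe or stimulus: Near-saturating mannose-6-phosphate, 1.0 mM.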
G6PDH CS – L. mesenteroides G6PDH inhibitors, counter-screen for G6PDH-coupled screening assays, biochemical, Leuconostoc mesenteroides enzyme; AID 1020, 2008; Purified L. mesenteroides G6PDH, diaphorase/resazurin coupled fluorescence, 45 min; inhibition, % at 5 µM; 200,000 compounds, 0.12% hits; glucose-6-phosphate dehydrogenase [Leuconostoc mesenteroides]
Diaphorase inh – diaphorase inhibitors and chemical oxidizers, primary screen, counter-screen for diaphorase-coupled primary assays, biochemical, uHTS, resorufin fluorescence; inhibition, % at 20 µM; diaphorase resazurin-to-resorufin fluorescence, NADH, 16 min; bacterial (C. kluyveri) enzyme, not human; 190,000 compounds, 0.69% hits; AID 1217, 2008;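 active means primary screen inhibition at 20 µM above a set limit, cut at about 50% in these data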;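 further: plate controls were DMSO with full reaction for no effect and wells lacking NADH for full effect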
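System: Diaphorase enzyme from Clostridium kluyveri | Amount: Enzyme working solution with 0.14 U/mL diaphorase | Benchmarks: No-NADH positive control and DMSO neutral control | Signal: Fluorescence of resorufin formed from resazurin, Ex 544/Em 590 nm | Schedule: 16-min room-temperature incubation before reading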
DTT redox prof – compounds producing H2O2 with reducing agent – biochemical, NIH compound library profiling, artefact control for MLSCN library redox annotation, primary screen. DTT-dependent redox cycling H2O2, phenol red/HRP absorbance; 100% = 100 µM peroxide control, 0% = buffer. activation, % at 10 µM. 200,000 compounds, 0.03% hits. AID 878, 2007;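 active means activation of at least 50% relative to the plate's high and low controls in the primary single-dose screen; inactive means activation below 50%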;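 further: compound incubated with DTT at 0.8 mM final as the reducing agent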
TLR4-MyD88 BLA – inhibitors of TLR4-MyD88 association in cells, primary screen, cell-based, HeLa CL3-4, BLA complementation, FRET ratio | inhibition, % at 8.4 µM | Toll-like receptor 4 (Homo sapiens) + Myeloid differentiation primary response protein … | 200,000 compounds, 0.18% hits | AID 861, 2007 | HeLa CL3-4 TLR4/MyD88 BLA complementation; in the data active means inhibition above about 25%;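 further: 0% = vehicle and 100% = reference inhibitor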
Hsp70 activator – Hsp70 transcriptional activators, primary screen, cell-based, HeLa, Hsp70 promoter luciferase, luminescence, 10 µM. HeLa Hsp70 promoter luciferase reporter; scaled: vehicle 0, proteasome-inhibitor control 100%. activation, % at 10 µM. 200,000 compounds, 0.04% hits. AID 1203, 2008;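 active means activation above the mean across all tested compounds plus 3 SD, cutoff set per campaign, cut at about 5.5% in these data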;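 further: 100% = MG132 at 30 µM as the positive control and 0% = DMSO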
L major viab – Leishmania major promastigote growth inhibition, primary screen; Leishmania major promastigotes, resazurin fluorescence viability; inhibition, % at 10 µM; 200,000 compounds, 9% hits;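 further: promastigotes grown with compound for 44 hours at 28 °C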
PMI act – activators of human PMI, primary screen, biochemical, fluorescence intensity, near-Km mannose 6-phosphate. AID 1214, 2008. activation factor at 20 µM. 190,000 compounds, 0.005% hits. purified human PMI, coupled resazurin fluorescence, 20 min; hits give high values; 1 = vehicle control, 0 substrate-free wells. Mannose-6-phosphate isomerase (Homo sapiens), P34949;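 active means activation factor of 2 or more at 20 µM, relative to plate controls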
* hit, by the source's call; · = not tested or not shown. Unless noted, no stated cut-off is given here; in the data, active means inhibition above about 50%; inactive means the rest.

Every second line gives: L major viab, S1P3 antagonist, G6PDH CS, Hsp70 activator, PMI act satM6P, RAM network inh, DTT redox prof, TLR4-MyD88 BLA, Diaphorase inh, PMI act, Diaphorase act
> Cc1cc(C(=O)CSc2nnc(-c3ccc(F)cc3)o2)c(C)n1CC1COc2ccccc2O1 (stereo not drawn)
 : 0, ·, -3, -0.5, 1, 3.3, 2.4, -17, 8, 1, 0.9
> COc1ccc(NC(=O)CSc2nnc(-c3ccccn3)n2N)cc1Cl
 : -1, ·, 17, -0.5, 0.9, 1.6, -1.0, 5, 8, 1, 0.9
> c1csc(-c2nnc(-c3ccc(N4CCOCC4)cc3)o2)c1
 : -2, -6, 6, -0.3, 1, 0.9, 1.9, 1, 14, 1, 0.9
> Cc1ccc2nc(N/C(=N/S(=O)(=O)c3cccs3)c3ccccc3Cl)sc2c1
 : -4, -15, 0, -0.2, 1, 5.5, -0.1, -27, 22, 1.1, 0.8
> CCOc1ccc(C(C)C)cc1S(=O)(=O)N1CCOCC1
 : 0, -1, 2, -0.3, 1, 1.0, 0.3, 8, 20, 0.9, 0.8
> CC1(C)CC(=O)C2=C(C1)NC1=C(C(=O)c3ccccc31)C2c1ccc(Cl)cc1 (stereo not drawn)
 : 60*, 7, 17, -0.1, 1, 8.3, 0.6, -7, 21, 1, 0.8
> Cc1nc(NC(=O)/C=C/c2ccccc2)n[nH]1
 : 30, 2, 4, 0.2, 1.1, 1.6, 0.0, -17, 6, 0.9, 0.9
> S=C(c1ccc(-c2ccc(Cl)cc2Cl)o1)N1CCCCC1
 : -2, ·, -23, -0.2, 1, 5.7, -4.8, 1, 2, 0.9, 1
> O=C1c2ccccc2C(=O)N1CCc1csc(NNc2nc(CCN3C(=O)c4ccccc4C3=O)cs2)n1
 : 4, -10, -9, -0.1, 1.8, 3.4, -0.1, 3, 19, 1.5, 0.8
> CC(C)Cn1cnc2c1c(=O)n(CC(=O)N(C)C)c(=O)n2Cc1ccccc1
 : 5, 2, 4, -0.2, 1, 1.1, 0.4, 3, 7, 1, 0.9
> O=C(COC(=O)c1ccc(O)cc1)Nc1ccccc1[N+](=O)[O-]
 : -4, 1, -8, -0.3, 1, 3.9, 0.2, 9, 9, 1, 0.9
> Cc1ccc(CCCOC(=O)C[N+]2(C)CCOCC2)cc1
 : -6, ·, 4, -0.1, 0.9, 0.7, 2.6, 0, 4, 0.6, 1
> COC(=O)c1onc(-c2c(OC)cc(OC)cc2OC)c1C(=O)OC
 : -8, -4, 2, -0.4, 0.8, 1.5, -0.6, -9, 10, 1, 0.9
> CCc1nc(C)ccc1OCC(=O)O
 : -4, -20, -2, 0.2, 1, 0.2, 2.7, -2, 7, 0.9, 0.9
> O=S(=O)(c1ccc2ccccc2c1)N1CCCCCC1
 : -6, -1, 13, 0.1, ·, 0.3, 0.1, -6, ·, ·, ·

Arranged by the number under RAM network inh (falling): three of the compounds above.
smiles	RAM network inh
CC1(C)CC(=O)C2=C(C1)NC1=C(C(=O)c3ccccc31)C2c1ccc(Cl)cc1 (stereo not drawn)	8.3
O=C(COC(=O)c1ccc(O)cc1)Nc1ccccc1[N+](=O)[O-]	3.9
COc1ccc(NC(=O)CSc2nnc(-c3ccccn3)n2N)cc1Cl	1.6

Carrying on:
Every second line gives: L major viab, S1P3 antagonist, G6PDH CS, Hsp70 activator, PMI act satM6P, RAM network inh, DTT redox prof, TLR4-MyD88 BLA, Diaphorase inh, PMI act, Diaphorase act
> CCOC(=O)CSc1nnc(CNC(=O)c2ccco2)n1C
 : -7, -2, -5, 0.2, 0.9, -0.2, 2.1, -8, 14, 1, 0.9
> CN1CCN(c2ccc(NC(=O)c3ccc(-c4cccc([N+](=O)[O-])c4)o3)cc2)CC1
 : 20, -9, 0, 0.1, 0.9, 0.9, -0.2, -5, 9, 0.8, 0.9
> Cc1ccc(-n2cccc2/C=C2/NC(=O)N(CC(=O)Nc3cccc(C)c3)C2=O)cc1
 : 8, 15, 4, -0.2, 1.4, 2.2, 0.0, -5, 16, 1.1, 0.8
> O=C1CN(S(=O)(=O)c2ccccc2)c2ccccc2N1
 : -3, 1, 14, -0.1, ·, 1.9, -0.6, -8, ·, ·, ·
> CCC(=O)N1c2ccccc2C(N(C(C)=O)c2ccccc2)CC1C (stereo not drawn)
 : 1, ·, 5, 0.1, 0.9, -1.0, 0.4, -2, 10, 1, 0.9
> COc1ccc(C2CC(=O)Nc3ccccc3S2(=O)=O)cc1OC (stereo not drawn)
 : -5, 6, 10, -0.2, 1, 0.9, -0.7, 6, -9, 0.9, 1.1
> CCOc1ccc(OCc2cccc(C(=O)N/N=C/c3cccnc3)c2)cc1
 : 58*, -8, 9, -0.9, 1, 0.4, 0.1, -8, -4, 1.1, 1
> O=C1CC(N2CCN(S(=O)(=O)c3cccc(C(F)(F)F)c3)CC2)C(=O)N1Cc1ccccc1 (stereo not drawn)
 : 1, 26, 0, -0.4, 0.9, 1.2, 0.3, 2, 25, 1, 0.8
> COCCNC(=O)c1c[nH]c2ccc(S(=O)(=O)N3CCc4ccccc43)cc2c1=O
 : 2, -2, 3, 0.3, 1, 2.7, -3.4, 0, 16, 1, 0.8
> COc1ccccc1/C=C1\S/C(=N/NC(=O)c2cccc(Br)c2)NC1=O
 : -9, ·, -5, 0.0, 1.1, 4.5, 0.9, 12, 26, 1.1, 0.7
> Cc1cc(C)c(C#N)c(SCC(=O)N(C)C2CCCCC2)n1
 : -6, 4, 2, -0.3, 0.9, 3.5, 0.1, 17, 11, 0.9, 0.9
> CCN1CCCC1CNS(=O)(=O)c1ccc(C(=O)Nc2ccccc2)cc1 (stereo not drawn)
 : 5, 11, 2, -0.4, 0.9, 1.1, 0.4, 10, 10, 0.9, 0.9
> CCOCCCn1cnc2c(c1=O)c1nc3ccccc3nc1n2-c1ccc(C)cc1
 : 10, -1, 8, -0.3, 1, 4.0, -0.8, 3, 8, 1, 0.9
> CC(C)CC(c1nnnn1Cc1cccs1)N1CCN(c2nc3ccccc3s2)CC1 (stereo not drawn)
 : 98*, ·, -6, 0.0, 0.9, 6.3, 1.7, 10, 14, 0.9, 0.9
> O=C(CSc1nc2ccccc2[nH]1)N/N=C/C=C/c1ccccc1[N+](=O)[O-]
 : 13, 2, 2, -0.3, 1, 2.3, -0.1, -6, 20, 1, 0.8
> C=CCn1c(SCc2c(F)c(F)c(F)c(F)c2F)nc(O)cc1=O
 : -4, ·, 12, -0.3, 0.8, 2.0, 0.3, -7, 19, 0.9, 0.8
> CCOC(=O)c1cc(NC(=O)c2ccoc2C)cc(C(=O)OCC)c1
 : -2, 44, -22, -0.1, 0.9, 1.1, -0.4, -12, 9, 0.8, 0.9
> CC(C)c1ccc2oc(-c3ccc(N)cc3)nc2c1
 : -2, -14, 4, -0.7, 0.8, 2.6, 1.7, 7, 40, 0.8, 0.6
> CCOC(=O)c1cc(-c2ccccc2)sc1NC(=O)C(C)OC(=O)c1cccnc1OCC (stereo not drawn)
 : 5, 0, -9, -0.3, 0.9, 12*, 0.7, -13, 11, 0.9, 0.9
> Cc1cccn2c(=O)c3cc(C(=O)NCCN4CCOCC4)n(Cc4ccccc4)c3nc12
 : ·, 10, -4, ·, 1, ·, ·, ·, 14, 1, 0.9
> CCNc1nc(SCC(=O)Nc2ccc(Cl)c(Cl)c2)nc(N(C)C)n1
 : 39, 12, 7, 0.1, 0.9, 2.7, -0.7, 12, 12, 1, 0.9
> O=C(C1CCN(c2nnc(N3CCCC3=O)s2)CC1)N1CCN(Cc2ccc3c(c2)OCO3)CC1
 : -12, 7, -1, -0.2, 1.1, 1.5, -2.0, 14, 5, 1, 1
> CCOC(=O)c1ccc(Nc2cnc3ccccc3n2)cc1
 : -4, -15, 14, 0.2, 1, 4.7, 0.5, 7, 1, 0.9, 1
> CCOC(=O)CN1c2ccccc2NC(=O)CC1C (stereo not drawn)
 : 0, 17, 0, 0.1, 1, -0.6, -1.2, -6, 21, 1.1, 0.8
> O=C(NC1CC1)c1cc(-c2ccccn2)nc2ccccc12
 : -6, ·, 1, 0.0, 1, 0.0, -3.5, -3, 3, 1, 1
> O=C1c2cccc(OCC(=O)N3CCCc4ccccc43)c2CCN1Cc1ccc(Br)cc1
 : 43, -15, -7, -0.4, 1, 2.9, 1.6, -2, 13, 0.9, 0.9
> CCCN1CCN(CCCNC(=O)C2CCCN(c3nc4ccc(OCC)cc4s3)C2)CC1 (stereo not drawn)
 : 64*, -7, -4, 0.0, 1, 1.4, 2.3, -18, 0, 1, 1
> Cc1nn2c(C(F)(F)F)cc(-c3ccc(Cl)cc3)nc2c1C(=O)N1CCOCC1
 : 92*, 12, 11, -0.3, 0.9, 7.8, -0.4, 7, 16, 0.9, 0.8
